OXTR potentiator = human OXTR potentiators, primary screen, fluorescence, CHO-OTR cells, Fluo-8 calcium; AID 2445, 2010; activation, % at 3 µM; 0.061% of 320,000 active; Fluo-8 calcium fluorescence, potentiator mode; 0% = oxytocin EC15, 100% = EC100;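 active = activation above that plate's cutoff, the mean activation of tested compounds plus 3 SD, cut at about 6.6% in these data, passing the limit was not always enough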;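 also: 100% uses oxytocin at 75 nM as the full agonist control; some results filed as inactive read as strong as hits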
Target sequence (P30559 whole entry, looked up): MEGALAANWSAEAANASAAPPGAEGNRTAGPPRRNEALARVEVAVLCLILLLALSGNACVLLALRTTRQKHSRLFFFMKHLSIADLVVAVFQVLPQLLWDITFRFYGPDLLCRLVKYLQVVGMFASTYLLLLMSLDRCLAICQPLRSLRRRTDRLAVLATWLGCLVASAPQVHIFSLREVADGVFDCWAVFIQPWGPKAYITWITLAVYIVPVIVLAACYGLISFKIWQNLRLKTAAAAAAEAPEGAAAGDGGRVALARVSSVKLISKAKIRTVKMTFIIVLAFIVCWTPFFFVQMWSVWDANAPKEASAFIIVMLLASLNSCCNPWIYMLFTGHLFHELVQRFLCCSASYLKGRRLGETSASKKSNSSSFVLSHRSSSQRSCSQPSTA
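Assay system: CHO cell line stably expressing human OTR. Reagent: EC15 oxytocin agonist. Dosing: single dose, 3.0 µM nominal final compound concentration. Timing: compound 6 min at room temperature before oxytocin, 100 s read. Signal: kinetic Fluo-8 calcium fluorescence. Controls: oxytocin EC15 low and EC100 high.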
V1aR counter = agonists of human V1a receptor, primary screen, counter-screen for OXTR agonist project, fluorescence, CHO-V1R cells. Vasopressin V1a receptor (Homo sapiens), P37288. Fluo-8 calcium fluorescence, agonist mode; 0% DMSO, 100% 3 nM vasopressin. activation, % at 3 µM. 0.25% of 320,000 active. AID 2797, 2010;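 active = activation above the mean activation of all tested compounds plus 3 SD, per screening run, cut at about 20% in these data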;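 also: signal is peak over basal fluorescence ratio across a 100 second FLIPR read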
MEKK2 WT-MEK5 = modulators of MEK5 binding to wildtype MEKK2, primary screen, biochemical, multiplex bead flow cytometry, Alexa488-MEK5 | Alexa488-MEK5 binding to MEKK2 WT; actives lie on both sides | binding response (% of control), % at 10 µM | 1.1% of 290,000 active | AID 1531, 2009; in the data active = binding response below about 67% or above about 130%
OXTR agonist = human OXTR agonists, primary screen, fluorescence, CHO-OTR cells, Fluo-8 calcium. Oxytocin receptor (Homo sapiens), P30559. Fluo-8 calcium fluorescence; normalized: DMSO 0%, oxytocin 100%. activation, % at 3 µM. 0.32% of 320,000 active. AID 2435, 2010;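 active = activation above the mean of all tested compounds plus 3 SD, cutoff set per screening run, cut at about 20% in these data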;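 also: peak over basal fluorescence ratio from a 100 s FLIPR kinetic read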
PfM18AAP inh = PfM18AAP inhibitors, malaria aminopeptidase, primary screen, biochemical, QFRET, recombinant enzyme | H-Glu-NHMec fluorogenic cleavage | inhibition, % at 7.35 µM | 1.2% of 290,000 active | M18 aspartyl aminopeptidase (Plasmodium falciparum 3D7) | AID 1822, 2009;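 active = inhibition above the campaign mean inhibition over all tested compounds plus 3 SD, cut at about 28% in these data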;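 also: 0% = plate median of test compound wells and 100% = 2 mM ZnCl2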
GPR7 antagonist = GPR7 receptor antagonists, primary screen, cell-based, fluorescence, single concentration; AID 1861, 2009; 1.1% of 290,000 active; GPR7-expressing cells, fluorescence antagonist assay; inhibition, % at 4.4 µM; in the data active = inhibition above about 16%, passing the limit was not always enough;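 also: cells stimulated with the agonist NPW; 0% = agonist with vehicle and 100% = vehicle without agonist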
Target sequence (P48145 whole entry, looked up): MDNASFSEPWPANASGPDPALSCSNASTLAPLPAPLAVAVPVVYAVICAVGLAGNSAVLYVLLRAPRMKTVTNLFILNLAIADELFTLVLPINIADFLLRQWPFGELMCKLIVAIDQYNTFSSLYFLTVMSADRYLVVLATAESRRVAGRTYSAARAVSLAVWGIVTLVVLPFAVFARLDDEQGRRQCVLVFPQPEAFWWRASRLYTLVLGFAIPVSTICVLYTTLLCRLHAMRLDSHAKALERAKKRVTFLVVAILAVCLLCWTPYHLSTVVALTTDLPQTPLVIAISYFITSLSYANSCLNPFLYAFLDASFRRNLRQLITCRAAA
GalR3 antag = GalR3 antagonists in HEK293 cells, primary screen, cell-based, fluorescence readout | inhibition, % at 3 µM | 0.44% of 360,000 active | HEK293 GalR3-CNG cAMP membrane potential fluorescence; galR3 body fused to GalR1 C-terminus | Galanin receptor type 3 (Homo sapiens), O60755;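 active = inhibition above the screen-wide average plus 3 SD, cut at about 13% in these data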;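 also: forskolin and galanin both at EC90 stimulate the cells; cAMP rise reported by CNG channel membrane potential dye signal; 0% = forskolin plus galanin with DMSO and 100% = forskolin alone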
Target sequence (O60755 1-299 limits assumed): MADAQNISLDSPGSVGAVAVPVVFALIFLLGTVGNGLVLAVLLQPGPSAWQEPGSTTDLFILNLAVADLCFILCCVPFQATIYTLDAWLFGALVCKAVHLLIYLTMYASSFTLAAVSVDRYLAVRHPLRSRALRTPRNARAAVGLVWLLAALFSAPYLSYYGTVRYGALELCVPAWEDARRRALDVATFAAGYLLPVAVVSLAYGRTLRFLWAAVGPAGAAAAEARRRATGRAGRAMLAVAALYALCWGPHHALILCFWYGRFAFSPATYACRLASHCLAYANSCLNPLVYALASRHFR
NALP1 yeast inh = NALP1 inflammasome inhibitors in reconstituted yeast, colorimetric, S. cerevisiae, triplicate retest. S. cerevisiae NALP1/ASC/caspase-1 growth, X-gal OD620, 72 h. inhibition, % at 10 µM. 0.61% of 280,000 active. AID 2071, 2009; in the data active = inhibition mostly above about 24%, no sharp cut-off; inactive = mostly below about 32%; also: some compounds called inactive have numbers as strong as hits
MEKK2 mut-MEK5 = MEK5 binding signal on mutant MEKK2 PB1, primary screen, biochemical, multiplex bead flow cytometry, Alexa488-MEK5 | Alexa488-MEK5 binding to MEKK2 mutant | percent response, % at 10 µM | 0.35% of 290,000 active | AID 1530, 2009; in the data active = percent response above about 24%, passing the limit was not always enough; also: inactives centre near 1; some results filed as inactive read as strong as hits
* marks the source's active call; other numbers are inactive results.

What do the screens show for `Cc1ccc(CN2C(=O)CCC2C(=O)NCCCN2CCOCC2)cc1` (configuration not stated)?
OXTR potentiator: 1; V1aR counter: 0.5; MEKK2 WT-MEK5: 105; OXTR agonist: 0.7; PfM18AAP inh: -4; GPR7 antagonist: -1; GalR3 antag: -2; NALP1 yeast inh: -19; MEKK2 mut-MEK5: 6

What do the screens show for `COc1cccc(CNC(=O)CN2C(=O)CSc3ccc(S(=O)(=O)N4CCCC4)cc32)c1`?
OXTR potentiator: 0; V1aR counter: -0.4; MEKK2 WT-MEK5: 92; OXTR agonist: 2.3; PfM18AAP inh: 4; GPR7 antagonist: -1; GalR3 antag: -6; NALP1 yeast inh: 0; MEKK2 mut-MEK5: -2

Results for Cc1ccc2c(c1)N(CC(=O)N1CCCCC1C)C(=O)CO2 (configuration not stated) ?
OXTR potentiator: 3; V1aR counter: 0.3; MEKK2 WT-MEK5: 96; OXTR agonist: 1.5; PfM18AAP inh: -3; GPR7 antagonist: -10; GalR3 antag: -7; NALP1 yeast inh: -5; MEKK2 mut-MEK5: -2

How did CCOc1ccc(NC(=O)CCCn2c(=S)[nH]c3ccsc3c2=O)cc1 do in these assays?
OXTR potentiator: -4; V1aR counter: 0.3; MEKK2 WT-MEK5: 97; OXTR agonist: -1.3; PfM18AAP inh: 3; GPR7 antagonist: 1; GalR3 antag: 0; NALP1 yeast inh: -6; MEKK2 mut-MEK5: -8

How did CN1CCN(C(=S)Nc2ccc(Cl)cc2Cl)CC1 do in these assays?
OXTR potentiator: -16; V1aR counter: 2.1; MEKK2 WT-MEK5: 104; OXTR agonist: -0.1; PfM18AAP inh: -16; GPR7 antagonist: 0; GalR3 antag: -1; NALP1 yeast inh: -32; MEKK2 mut-MEK5: 8

What do the screens show for `Nc1scc[n+]1Cc1cccc2cccnc12`?
OXTR potentiator: -2; V1aR counter: 1.2; MEKK2 WT-MEK5: 119; OXTR agonist: 1.6; PfM18AAP inh: 1; GPR7 antagonist: -10; GalR3 antag: 0; MEKK2 mut-MEK5: 20

What do the screens show for `COc1cc(NC(=O)CSc2nnc(C)s2)cc(OC)c1OC`?
OXTR potentiator: -9; V1aR counter: 0.8; MEKK2 WT-MEK5: 110; OXTR agonist: 0.5; PfM18AAP inh: 0; GPR7 antagonist: 4; GalR3 antag: 0; NALP1 yeast inh: 8; MEKK2 mut-MEK5: 7

What do the screens show for `COc1ccccc1NC(=O)Nc1nn(C)c2cccc(N(C)C)c12`?
OXTR potentiator: -14; V1aR counter: -1.8; MEKK2 WT-MEK5: 101; OXTR agonist: -3.0; PfM18AAP inh: 5; GPR7 antagonist: -13; GalR3 antag: -3; MEKK2 mut-MEK5: 5

How did Cc1nn(C)cc1NC(=O)Cn1nc(C(F)(F)F)cc1C1CC1 do in these assays?
OXTR potentiator: -3; V1aR counter: -0.1; MEKK2 WT-MEK5: 102; OXTR agonist: 1.1; PfM18AAP inh: -5; GPR7 antagonist: -10; GalR3 antag: -2; NALP1 yeast inh: 26; MEKK2 mut-MEK5: 0

Results for CCCCc1cc(=O)oc2cc(OCC(=O)Nc3cccnc3)c(Cl)cc12 ?
OXTR potentiator: -7; V1aR counter: 4.3; MEKK2 WT-MEK5: 96; OXTR agonist: 3.4; PfM18AAP inh: -14; GPR7 antagonist: -4; GalR3 antag: -3; NALP1 yeast inh: 25; MEKK2 mut-MEK5: -4

What do the screens show for `COc1ccc([C@H]2CC(=O)C=C(c3cc(Br)ccc3OC)C2)cc1`?
OXTR potentiator: -4; V1aR counter: 0.4; OXTR agonist: -0.1; GalR3 antag: -11

What do the screens show for `c1cncc(CNc2ncnc3ccc(-c4cccnc4)cc23)c1`?
OXTR potentiator: -5; V1aR counter: 0.2; OXTR agonist: 0.9; GalR3 antag: -1

5 entries out of the list, ordered by molecular weight, lowest first.
How did CN1CCN(C(=S)Nc2ccc(Cl)cc2Cl)CC1 do in these assays?
OXTR potentiator: -16; V1aR counter: 2.1; MEKK2 WT-MEK5: 104; OXTR agonist: -0.1; PfM18AAP inh: -16; GPR7 antagonist: 0; GalR3 antag: -1; NALP1 yeast inh: -32; MEKK2 mut-MEK5: 8

What do the screens show for `c1cncc(CNc2ncnc3ccc(-c4cccnc4)cc23)c1`?
OXTR potentiator: -5; V1aR counter: 0.2; OXTR agonist: 0.9; GalR3 antag: -1

What do the screens show for `COc1ccccc1NC(=O)Nc1nn(C)c2cccc(N(C)C)c12`?
OXTR potentiator: -14; V1aR counter: -1.8; MEKK2 WT-MEK5: 101; OXTR agonist: -3.0; PfM18AAP inh: 5; GPR7 antagonist: -13; GalR3 antag: -3; MEKK2 mut-MEK5: 5

What do the screens show for `COc1cc(NC(=O)CSc2nnc(C)s2)cc(OC)c1OC`?
OXTR potentiator: -9; V1aR counter: 0.8; MEKK2 WT-MEK5: 110; OXTR agonist: 0.5; PfM18AAP inh: 0; GPR7 antagonist: 4; GalR3 antag: 0; NALP1 yeast inh: 8; MEKK2 mut-MEK5: 7

Results for CCCCc1cc(=O)oc2cc(OCC(=O)Nc3cccnc3)c(Cl)cc12 ?
OXTR potentiator: -7; V1aR counter: 4.3; MEKK2 WT-MEK5: 96; OXTR agonist: 3.4; PfM18AAP inh: -14; GPR7 antagonist: -4; GalR3 antag: -3; NALP1 yeast inh: 25; MEKK2 mut-MEK5: -4

More entries follow.
How did CCN1CCC2(CC1)N=C(c1ccc(F)cc1)C(=S)N2C(=O)c1ccc(C)cc1 do in these assays?
OXTR potentiator: -9; V1aR counter: 1.0; MEKK2 WT-MEK5: 121; OXTR agonist: 0.9; PfM18AAP inh: 11; GPR7 antagonist: -5; GalR3 antag: -5; NALP1 yeast inh: -2; MEKK2 mut-MEK5: 21

Results for Cc1c(C)n2c(SCC(=O)NCc3ccc4c(c3)OCO4)nnc2[nH]c1=O ?
OXTR potentiator: -5; V1aR counter: -0.6; OXTR agonist: 0.6; GalR3 antag: -4

How did Cc1cc(-c2ccc(C)c(S(=O)(=O)NCCc3ccc(S(N)(=O)=O)cc3)c2)on1 do in these assays?
OXTR potentiator: -7; V1aR counter: -0.2; MEKK2 WT-MEK5: 101; OXTR agonist: -0.9; PfM18AAP inh: 1; GPR7 antagonist: -1; GalR3 antag: -8; NALP1 yeast inh: 13; MEKK2 mut-MEK5: 6

How did S=c1[nH]nc(C2CCCCC2)n1/N=C/C(Cl)=C\c1ccccc1 do in these assays?
OXTR potentiator: -4; V1aR counter: -0.2; MEKK2 WT-MEK5: 103; OXTR agonist: -0.3; PfM18AAP inh: 6; GPR7 antagonist: -8; GalR3 antag: 2; NALP1 yeast inh: 23; MEKK2 mut-MEK5: 4

Results for CN1C2CCC1CC(NC(=O)c1cc(S(=O)(=O)N(C)C)c(Cl)cc1Cl)C2 (configuration not stated) ?
OXTR potentiator: -3; V1aR counter: 0.4; OXTR agonist: 0.1; GalR3 antag: -6

What do the screens show for `CC(C)N(C(=O)c1ccc(C(=O)Nc2ccc([N+](=O)[O-])cc2)cc1)C(C)C`?
OXTR potentiator: -19; V1aR counter: 0.6; MEKK2 WT-MEK5: 93; OXTR agonist: -0.7; PfM18AAP inh: 6; GPR7 antagonist: 15; NALP1 yeast inh: 22; MEKK2 mut-MEK5: -3

How did O=C1c2ccccc2OCOc2ccccc21 do in these assays?
OXTR potentiator: 1; V1aR counter: -1.8; MEKK2 WT-MEK5: 110; OXTR agonist: -2.2; PfM18AAP inh: 1; GPR7 antagonist: -12; GalR3 antag: -5; NALP1 yeast inh: 20; MEKK2 mut-MEK5: 9

Results for c1ccc(CCNc2nc(-c3ccccn3)cs2)cc1 ?
OXTR potentiator: -7; V1aR counter: -0.9; MEKK2 WT-MEK5: 100; OXTR agonist: -2.0; PfM18AAP inh: 6; GPR7 antagonist: 2; GalR3 antag: -5; NALP1 yeast inh: 21; MEKK2 mut-MEK5: 2

How did Cc1ccc(C)c(S(=O)(=O)N2CCN(C(=O)CN3C(=O)NC(C)(C)C3=O)CC2)c1 do in these assays?
OXTR potentiator: -1; V1aR counter: -0.1; OXTR agonist: 0.1; GalR3 antag: -7

What do the screens show for `COc1ccccc1C(=O)COC(=O)CNS(=O)(=O)c1ccc(NC(C)=O)cc1`?
OXTR potentiator: -9; V1aR counter: 0.5; MEKK2 WT-MEK5: 106; OXTR agonist: -0.8; PfM18AAP inh: -2; GPR7 antagonist: 11; GalR3 antag: -1; NALP1 yeast inh: 17; MEKK2 mut-MEK5: 3

Results for Cc1ccc(CSCCNC(=O)c2ccc(N(C)S(=O)(=O)c3ccccc3)cc2)cc1 ?
OXTR potentiator: -14; V1aR counter: 3.5; OXTR agonist: 4.3; PfM18AAP inh: 3; GPR7 antagonist: 18; GalR3 antag: -4; NALP1 yeast inh: 33

What do the screens show for `O=C(CNS(=O)(=O)c1ccc(F)c(Cl)c1)N1CCCC1`?
OXTR potentiator: -18; V1aR counter: -1.4; MEKK2 WT-MEK5: 103; OXTR agonist: 0.5; PfM18AAP inh: -2; GPR7 antagonist: 0; GalR3 antag: -5; NALP1 yeast inh: -9; MEKK2 mut-MEK5: 0

What do the screens show for `CC(=O)N1CCN(C(=O)c2c(-c3ccccc3)noc2C)CC1`?
OXTR potentiator: -7; V1aR counter: -0.4; OXTR agonist: 0.0; GalR3 antag: -6

Results for COc1ccc(OC)c(NC(=O)c2cccc(NC(=O)c3ccccc3)c2)c1 ?
OXTR potentiator: -7; V1aR counter: -1.8; MEKK2 WT-MEK5: 108; OXTR agonist: -1.9; PfM18AAP inh: -8; GPR7 antagonist: -1; GalR3 antag: -5; NALP1 yeast inh: -3; MEKK2 mut-MEK5: 9

Results for CC(=O)c1ccc(OCCCC(=O)Nc2cccc(-c3nn[nH]n3)c2)cc1 ?
OXTR potentiator: -8; V1aR counter: -0.3; MEKK2 WT-MEK5: 97; OXTR agonist: 0.2; PfM18AAP inh: 0; GPR7 antagonist: 14; GalR3 antag: -6; NALP1 yeast inh: 15; MEKK2 mut-MEK5: -7

What do the screens show for `COc1ccccc1NC(=O)Cn1nnc(-c2ccccc2NC(=O)c2cc3ccccc3oc2=O)n1`?
OXTR potentiator: -5; V1aR counter: 0.5; MEKK2 WT-MEK5: 81; OXTR agonist: -0.6; PfM18AAP inh: -5; GPR7 antagonist: 2; GalR3 antag: -2; NALP1 yeast inh: 21; MEKK2 mut-MEK5: -7
